GAA glycogen = qHTS Assay for Inhibitors and Activators of Human alpha-Glucosidase Cleavage of Glycogen; Potency, µM (doses to about 76.4 µM), for the others: at the highest dose activity change, negative = inhibition, actives largely listed as inhibitors; recombinant GAA, glycogen substrate, Amplex Red glucose oxidase fluorescence; hit rate 0.38% among 300,000;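 further: 0% = full enzyme reaction and -100% = no-enzyme basal signal; the screen sought inhibitors and activators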
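Recombinant human enzyme (4 nM); glycogen substrate; 37 C, 40 min, pH 5.0. Readout: coupled glucose oxidase/Amplex Red fluorescence.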
RGS12 GoLoco inh = qHTS Assay for Inhibitors of RGS12 GoLoco Motif Activity (Red Fluorophore). Potency, µM (highest dose often 61.6 µM), inactives show at the top dose activity, negative = inhibition, most hits filed as inhibitors. hit rate 0.44% among 230,000. Gai1:RGS12 GoLoco peptide FP, rhodamine, 10 min. Guanine nucleotide-binding protein G(i) subunit alpha-1 (Homo sapiens), P63096; active means well fitted inhibition curve with a large enough effect, not every such curve was filed as active; inactive means no such curve, though single readings can be large or run the other way; further: on the % scale 0 is the no-effect control and ±100 the full control effect; nearly all actives have a fitted effect of over 30% in size; many of its hits are not listed in these tables
Target sequence (P63096 whole entry, looked up): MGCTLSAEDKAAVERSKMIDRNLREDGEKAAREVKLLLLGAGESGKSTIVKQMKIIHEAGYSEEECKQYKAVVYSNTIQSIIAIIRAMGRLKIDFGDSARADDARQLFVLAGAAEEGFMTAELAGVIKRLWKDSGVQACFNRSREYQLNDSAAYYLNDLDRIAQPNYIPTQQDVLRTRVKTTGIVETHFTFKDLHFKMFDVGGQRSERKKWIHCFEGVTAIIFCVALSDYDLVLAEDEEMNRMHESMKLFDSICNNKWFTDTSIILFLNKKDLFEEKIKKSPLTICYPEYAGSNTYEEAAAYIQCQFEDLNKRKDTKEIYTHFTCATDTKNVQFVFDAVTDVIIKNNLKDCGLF
IMPase Li cell = qHTS Assay for Identifying the Cell-Membrane Permeable IMPase Inhibitors: Potentiation with Lithium; CHO-M1 cells, IP1 TR-FRET (IP-One), carbachol + lithium; Potency, µM (highest dose often 59.4 µM), for the others: top-dose activity, negative = IMPase inhibition, most hits filed as inhibitors; hit rate 0.35% among 210,000; AID 1457, 2008;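 further: IP1 builds up when IMPase is blocked and the TR-FRET signal falls; plate controls were basal vehicle for no effect and high inhibitor control for full effect; nearly all actives have a fitted effect of over 50% in size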
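Readout is a homogeneous TR-FRET IP1 immunoassay (Ex 320, Em 665 and 620), where raised cytosolic IP1 lowers signal. Cells were CHO-M1 treated 30 min at 37C with test compounds plus a little lithium; AC50 values came from Hill-equation fitting.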
GAA inhib = qHTS Assay for Inhibitors of Human alpha-Glucosidase as a Potential Chaperone Treatment of Pompe Disease. purified human GAA, 4-MU-alpha-glucoside fluorescence. Lysosomal alpha-glucosidase (Homo sapiens), P10253. hit rate 0.005% among 200,000. AID 1466, 2008. Potency, µM (doses to about 76.9 µM), for the others: top-dose activity change, negative = inhibition, most hits filed as inhibitors;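 further: plate controls were uninhibited enzyme wells for no effect and no-enzyme background for full effect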
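AC50 values come from Hill fits of compound titrations (up to 77 uM) against 4 nM human enzyme. Substrate 4-methylumbelliferyl-alpha-D-pyranoside at 400 uM, pH 5.0 citrate buffer, 20 min room temperature; fluorescence Ex 365/Em 440 after alkaline stop.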
HTT aggregate = qHTS Multiplex Assay to Identify Dual Action Probes in a Cell Model of Huntington: Aggregate Formation (GFP); Potency, µM (series often up to 46.1 µM), for inactives: top-dose activity change, negative = inhibition, actives largely listed as inhibitors; PC12 HttQ103-GFP aggregates, Acumen cytometry, 40 h; AID 1688, 2009; hit rate 1.1% among 220,000; further: on the % scale 0 is the no-effect control and ±100 the full control effect; nearly all actives have a fitted effect of over 60% in size
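Aggregate formation scored by laser-scanning cytometer (488 excitation, 500–530 emission) in lysed PC12 cells expressing Q103-GFP after 100 nM tebufenozide induction; library tested in dose series, with ATPLite reagent added in the multiplex.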
aGlu spleen mod = qHTS Assay for Inhibitors and Activators of Human alpha-Glucosidase From Spleen Homogenate. Potency, µM (series often up to 79.9 µM), for the others: top-dose activity change, negative = inhibition, most hits filed as inhibitors. Lysosomal alpha-glucosidase (Homo sapiens), P10253. hit rate 0.006% among 240,000. human spleen homogenate, 4-MU-alpha-glucoside fluorescence;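 further: 0% = enzyme with vehicle and -100% = no enzyme basal signal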
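Compounds were titrated against alpha-glucosidase in spleen homogenate at pH 5.0, with 1 mM 4-methylumbelliferyl substrate for 40 min at 37 C. Reactions were quenched with pH 10 NaOH/glycine and fluorescence measured.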
HTT ATP protect = qHTS Multiplex Assay to Identify Dual Action Probes in a Cell Model of Huntington: Cytoprotection (ATP); PC12 HTT-Q103 induced, cytoprotection, ATP luminescence, 40 h; Potency, µM (top dose mostly 56.4 µM), for the others: cytoprotection (ATP increase), actives largely listed as activators; hit rate 0.14% among 230,000; AID 1471, 2008;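 further: % of control where 0% means no effect; nearly all actives have a fitted effect of over 45% in size; toxic huntingtin expression switched on by the ecdysone agonist tebufenozide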
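Huntington model: PC12 line, ecdysone-inducible HTTQ103 exon1–GFP, tebufenozide 100 nM. Test articles in a dose series. Endpoint luminescence from cellular ATP.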
The depositor's hits bear a star; u = inconclusive; x = no result given; & = joins results of further samples; [ ] = another dose, or the depositor's remark. Unless noted, the call rests on the fitted dose curve; in most records, active means well fitted curve in the direction sought with a large enough effect; inconclusive means small, poorly fitted or top-dose-only effect, or another doubt; inactive means no such curve, though single readings can be large; an effect the other way counts as inactive or inconclusive. Potency means the concentration at half of the fitted maximal effect. Not all compounds are listed; count on the stated rates, not on these rows.

SMILES	GAA glycogen	RGS12 GoLoco inh	IMPase Li cell	GAA inhib	HTT aggregate	aGlu spleen mod	HTT ATP protect
CC12CC3(C)CC(C)(C1)CC(C(=O)NC(=S)N1CCCC1)(C2)C3	3%	0%	-5%	-1%	-2%	-9%	-39%
Cc1ccc(SCC(=O)Nc2ccc(N3CCOCC3)cc2)c(C)c1	0%	-4%	-11%	0%	14%	0%	9%
O=C(Cn1c(-c2ccccc2)noc1=O)NCc1ccccc1	-3%	x	x	-8%	16%	5%	-4%
Cc1ccccc1-n1c(SCC(=O)N/N=C/C=C/c2ccccc2[N+](=O)[O-])nc2ccccc2c1=O	-1%	1%	-1%	2%	18%	3%	-5%[10 µM]
CC(/C=C/c1ccccc1)=N\NC(=O)c1ccc2c(c1)OCCO2	-8%	-7%	-2%	-1%	-31%	2%	x
O=c1[nH]c(N2CCN(c3ccccc3)CC2)nc2c1CCC2	-2%	0%	25%[38.3 µM]	-4%	-3%	6%	-11%
COc1ccc(N2CCN(CC(=O)Nc3nc4c(s3)CC(C)CC4)CC2)cc1 (centres undefined)	-6%	-7%	-5%[38.3 µM]	2%	-21%	5%	-5%
Cc1cccc(N=C2NC(=O)/C(=C/c3cccn3C)S2)c1	2%	12%	x	-21%	24%[9.22 µM]	-3%	17%[10 µM]
O=c1cc(CO)oc(C(Nc2cccc(C(F)(F)F)c2)c2ccccn2)c1O (centres undefined)	u	-17%	-2%	-4%	14%	-2%	8%
Cc1ccc(S(=O)(=O)N(C)c2cc(S(=O)(=O)Nc3ccncc3)c(C)cc2C)cc1	11%	-1%	5%	u	23%	-8%	-4%[10 µM]
COc1cc(OC)nc(/N=C/N(C)C)n1	-5%	-18%	-3%	5%	5%	-4%	-1%[10 µM]
O/N=C/c1cccnc1Sc1ccccc1	3%	5%	6%	6%	-11%	-13%	-8%
Cc1ccc(NC(=O)COC(=O)/C=C/c2cccs2)cc1	-2%	-10%	-2%	-17%	14%	6%	16%[10 µM]
COc1cc(-c2noc(-c3cccs3)n2)cc(OC)c1OC	2%	11%	5%	1%	20%	3%	24%[10 µM]
C=CCC1c2cccc(C(=O)O)c2C(=O)N1c1ccc(F)cc1 (centres undefined)	0%	6%	-6%[38.3 µM]	-2%	9%	4%	4%[0.074 µM]
CCc1ccc(NC(=O)C(=O)NCC2CCCO2)cc1 (centres undefined)	-6%	2%	-4%	-4%	1%	1%	-14%[10 µM]
O=c1nc(SCc2ccc(Cl)cc2)nc(-c2ccccc2)[nH]1	3%	7%	x	x	-16%[9.22 µM]	-15%	2%[10 µM]
CCCc1[nH]n(-c2ccc(F)cc2)c(=O)c1C=Nc1ccc(C)cc1	-1%	0%	3%	1%	6%	-6%	5%[10 µM]
Cc1cc(C)cc(SCc2noc(C(=O)NCC3CCCO3)c2C(=O)O)c1 (centres undefined)	25%	1%	-10%[38.3 µM]	-2%	14%	-3%	-7%
CC(=O)Nc1cccc(NC(=O)C(=O)c2cn(CC(=O)N3CCCCC3)c3ccccc23)c1	-11%	41%[activator]	-12%	0%	-1%	0%	-90%[inhibitor]
CC(=C\C(=O)O)/C(=C/c1ccco1)C(=O)O	8%	8%	x	x	12%[9.22 µM]	2%	21%[10 µM]
CCCc1cc(=O)[nH]c(SCC(=O)N2CCN(S(=O)(=O)c3ccc(C)cc3C)CC2)n1	-6%	2%	7%	-13%	18%	2%	7%[10 µM]
CC(=O)c1ccc(NC(=O)c2ccc(CNc3c(N4CCOCC4)c(=O)c3=O)cc2)cc1	6%	3%	x	x	3%[9.22 µM]	7%	-8%[10 µM]
Cc1c(N=Cc2c(O)n(Cc3ccco3)c(=O)c3ccccc23)c(=O)n(-c2ccccc2)n1C	-25%&-26%	2%&4%	31%[activator][38.3 µM]	u	u	-2%&-7%	-36%
Nc1ccc2nc(CCCCCCc3nc4ccc(N)cc4[nH]3)[nH]c2c1	-23%	13%	34%[activator]	13%	-12%[9.22 µM]	0%	-2%[10 µM]
O=C(Nc1nnc(-c2ccccc2)o1)Nc1ccc(F)cc1F	7%	5%	2%	7%	10%	2%	0%[10 µM]
O=C(CO/N=C/c1ccccc1OC(F)F)NCc1ccco1	1%	-3%	x	x	2%[9.22 µM]	1%	10%[10 µM]
C=CCn1cnc2c(nnn2-c2cc(C)cc(C)c2)c1=O	26%	18%	8%	-12%	-15%	-3%	-3%[10 µM]
O=S(=O)(Nc1ccccn1)c1cccs1	2%	10%	-7%	9%	20%[9.22 µM]	-4%	24%[10 µM]
CC(C)CN(Cc1cc2ccccc2[nH]c1=O)C(=O)c1cccnc1	9%	11%	-3%[38.3 µM]	-1%	0%	1%	2%[0.074 µM]
Cn1c(=O)c(C(=O)COC(=O)c2cc(C(F)(F)F)nc3ccccc23)c(N)n(Cc2ccccc2)c1=O	-11%	106%&30%[activator]	8%&16%	u	-13%	-7%&-5%	-39%[inhibitor]
C=CCn1c(SCC(=O)NC2CCCCC2)nnc1C(C)NC(=O)c1cccs1 (centres undefined)	8%	-5%	-13%[38.3 µM]	13%	7%	-4%	-16%[0.074 µM]
COc1ccc(CCn2nnnc2C(CC(C)C)N2CCN(c3ncccn3)CC2)cc1OC (centres undefined)	5%	-3%	-4%[38.3 µM]	6%	7%	1%	9%[10 µM]
COc1ccc(NC(=O)CCC(=O)N(Cc2ccc(OC)c(OC)c2)c2nccs2)c(OC)c1	-7%	17%	7%	4%	6%[9.22 µM]	2%	14%[10 µM]
O=C(CSc1nnc(Cc2cccs2)n1Cc1ccco1)Nc1cc(Cl)cc(Cl)c1	-5%	8%	14%[38.3 µM]	-2%	-10%	-5%	11%
CCOc1ccc(NC(=O)N(C2CCCC2)C2CCN(C(C)=O)CC2)cc1	-3%	-3%	-1%	5%	-14%	-2%	-40%
Cc1cccc2cc(CN(Cc3nnnn3Cc3ccccc3)C3CCCC3)c(=O)[nH]c12	1%	15%	10%	-7%	2%	3%	9%[10 µM]
Cc1sc2ncnc(SCC(=O)NNC(=O)COc3cccc4ccccc34)c2c1C	1%	8%	-11%[38.3 µM]	6%	13%	-7%	1%
Cc1cccc(NC2=NC(=S)N(c3cccc(C(=O)O)c3)C23CCCCC3)c1	10%	-10%	-5%	4%	3%[9.22 µM]	1%	-11%
COc1ccc(CN2CCN(C(=O)c3ccco3)CC2)cc1OC	-10%	8%	18%	4%	20%	3%	-4%
CCCn1nnnc1SCC(=O)NCc1ccc2c(c1)OCO2	-1%	5%	-7%[38.3 µM]	4%	0.016µM*	-6%	-8%[10 µM]
CCC(=O)N1CCCc2cc(S(=O)(=O)N3CCN(c4ccccc4F)CC3)ccc21	-2%	2%	12%[38.3 µM]	-14%	u	-21%	-30%
COc1cc2c(cc1NC(=O)c1cccnc1)CCCC2	1%	9%	-14%[38.3 µM]	-1%	4%	-10%	-3%
CC(=O)Oc1ccc(-c2csc(Nc3cccnc3)n2)cc1	12%	5%	-3%[38.3 µM]	-8%	7%	-1%	-4%
O=C(C[n+]1ccc(/C=N/O)cc1)NCc1ccccc1	3%	-3%	x	x	-7%[9.22 µM]	2%	40%[10 µM]
COCc1nnc(NC(=O)c2cccs2)s1	7%	1%	-9%[38.3 µM]	u	-8%	-2%	3%
Cn1cccc1C(=O)C(=O)Nc1cc(Cl)cc(Cl)c1	5%	10%	14µM*	13%	6%	-11%	0%
COC(=O)c1cccc(NC(=O)CCc2cc(OC)c(OC)c(OC)c2)c1	-8%	-14%	12%	10%	3%	4%	x
O=C(NCC(=O)N(CCc1ccccc1)C(C(=O)NC1CCCC1)c1cccnc1)c1ccco1 (centres undefined)	1%	5%	-1%	4%	17%	-4%	2%[10 µM]
O=C1CCC/C1=C/Nc1ccc(Cl)cc1	-9%	-5%	4%	1%	-20%	-1%	8%
CCOc1ccc(-c2nc(CCl)cs2)cc1	8%	5%	-3%	2%	0%	3%	5%[10 µM]
C=CCn1c(C)cc(C(=O)CN2C(=O)NC3(CCCc4ccccc43)C2=O)c1C (centres undefined)	3%	6%	-1%[38.3 µM]	-10%	-13%	-3%	-30%
CNC(=O)c1sc(-c2cccs2)nc1C	2%	5%	2%	6%	-9%	8%	-30%
O=C(NCc1cccnc1)C(=O)NCC1OCCN1S(=O)(=O)c1ccccc1 (centres undefined)	8%	9%	-2%	2%	4%	3%	x
O=C(O)CCCNS(=O)(=O)c1cccc2nsnc12	8%	11%	6%[38.3 µM]	-1%	-5%	-6%	6%
CS(=O)(=O)NCCSCc1ccc(Cl)cc1	3%	4%	-6%[38.3 µM]	-7%	-1%	-5%	-1%
O=c1cc(-c2ccccc2O)oc2ccc3ccccc3c12	x	3%	13%	x	x	18%	-104%[inhibitor][1.9 µM]
COc1ccc(/C=N\NS(=O)(=O)c2ccc(C)cc2)cc1COc1ccccc1[N+](=O)[O-]	4%	5%	6%	-1%	8%	2%	-6%[1.9 µM]
CCOC(=O)N1CCc2c(sc3[nH]c(=S)[nH]c(=S)c23)C1	-30%	-9%	x	x	-7%[9.22 µM]	5%	-4%[10 µM]
COC(=O)[C@@H](NC(=O)c1ccc(OC2CCN(Cc3ccccn3)CC2)cc1)C(C)C	-1%	7%	11%	3%	-8%[9.22 µM]	8%	2%[10 µM]

Some values from above.
O=c1cc(-c2ccccc2O)oc2ccc3ccccc3c12 – IMPase Li cell = 13%
O=C(NCc1cccnc1)C(=O)NCC1OCCN1S(=O)(=O)c1ccccc1 (centres undefined) – GAA inhib = 2%

2 of these compounds in another layout:
O=c1cc(-c2ccccc2O)oc2ccc3ccccc3c12
  GAA glycogen = x; RGS12 GoLoco inh = 3%; IMPase Li cell = 13%; GAA inhib = x; HTT aggregate = x; aGlu spleen mod = 18%; HTT ATP protect = -104%[inhibitor][1.9 µM]

COc1ccc(/C=N\NS(=O)(=O)c2ccc(C)cc2)cc1COc1ccccc1[N+](=O)[O-]
  GAA glycogen = 4%; RGS12 GoLoco inh = 5%; IMPase Li cell = 6%; GAA inhib = -1%; HTT aggregate = 8%; aGlu spleen mod = 2%; HTT ATP protect = -6%[1.9 µM]

Screening results (PubChem)
